LEDGF integ inh = blocks HIV-1 LEDGF/p75-dependent DNA integration; inhibition, % at 3.7 µM; TR-FRET IN-LEDGF/p75 DNA integration, Eu/Cy5; actives 0.64% (n = 370,000); AID 743269;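 active = inhibition above the screen-wide mean plus 3 SD, cut at about 13% in these data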;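 note: signal is the Cy5 over europium emission ratio at 671 and 618 nm; 0% = plate median of compound wells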
ARFGAP1 inh = rat ARFGAP1 inhibition; actives 0.26% (n = 360,000); AID 651572; Arfgap1-stimulated ARF1 GTP hydrolysis, GDP FP detection; Q62848; inhibition, % at 16.5 µM;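 active = inhibition above a per-plate limit, mean inhibition of low control wells plus 3 SD, cut at about 25% in these data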;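 note: 0% = DMSO wells with enzyme and 100% = wells lacking Arfgap1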
Target sequence (Q62848 1-136 limits assumed): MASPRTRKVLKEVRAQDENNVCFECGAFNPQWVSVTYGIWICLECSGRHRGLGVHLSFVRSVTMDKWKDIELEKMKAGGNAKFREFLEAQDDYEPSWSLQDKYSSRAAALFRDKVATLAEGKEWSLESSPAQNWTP
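Repeats: one replicate per compound; assay system: rat Arfgap1 catalytic domain, aa 1-136; times: enzyme reaction 120 min at 25 °C after 20 min preincubation; detection: FP of antibody-bound GDP Alexa 633 tracer, ex 620/em 688 nm; benchmarks: high control wells lacking Arfgap1, low control full reaction with DMSO; reagent: human ARF1(Δ1-17)-GTP substrate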
ADAM17 inh = inhibitors of human ADAM17. P78536. recombinant ADAM17, EDANS/DABCYL FRET peptide cleavage. inhibition, % at 6.95 µM. actives 0.83% (n = 370,000). AID 720648;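 active = inhibition above the mean of compounds lying between control limits plus 3 SD, set per campaign, cut at about 8.5% in these data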;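 note: 0% = DMSO-only wells as the low control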
Target sequence (P78536 215-824 limits assumed): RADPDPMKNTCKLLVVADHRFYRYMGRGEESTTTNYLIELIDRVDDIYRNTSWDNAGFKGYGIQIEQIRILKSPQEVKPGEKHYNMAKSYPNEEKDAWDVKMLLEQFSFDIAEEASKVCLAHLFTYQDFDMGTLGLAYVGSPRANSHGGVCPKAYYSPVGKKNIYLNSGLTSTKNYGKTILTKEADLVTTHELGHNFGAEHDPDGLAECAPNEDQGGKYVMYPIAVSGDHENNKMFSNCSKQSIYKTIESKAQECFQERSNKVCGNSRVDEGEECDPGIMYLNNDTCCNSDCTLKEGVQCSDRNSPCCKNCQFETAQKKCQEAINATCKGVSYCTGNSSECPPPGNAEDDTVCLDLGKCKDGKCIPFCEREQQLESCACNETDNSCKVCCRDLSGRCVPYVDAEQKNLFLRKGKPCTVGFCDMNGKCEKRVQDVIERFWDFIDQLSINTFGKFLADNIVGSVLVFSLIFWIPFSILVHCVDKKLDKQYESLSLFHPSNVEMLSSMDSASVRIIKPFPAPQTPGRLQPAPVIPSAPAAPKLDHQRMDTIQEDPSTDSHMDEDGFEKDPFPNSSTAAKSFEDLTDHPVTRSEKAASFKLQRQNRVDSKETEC
Tn7 DDE FP = disrupts Tn7 cyclic peptide binding to fibrin D-Dimer-E complex; P02675; FP displacement of FITC-Tn7 peptide from fibrin DD(E); 0% = median of compound wells per plate; inhibition, % at 8.3 µM; actives 0.13% (n = 370,000);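 active = inhibition above the mean of compounds falling within the control limits plus 3 SD of them, cut at about 14% in these data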;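 note: 0% = plate median of compound wells and 100% = 10 µM Aha-Tn7 peptide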
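System: human fibrin DD(E); quantity: Fibrin-DD(E) at 2 µM final; also added: fluorescent Tn7 probe at 0.1 µM; compound dosing: single nominal test concentration of 8.3 µM per compound; schedule: 10 min preincubation, 3 h with tracer, room temperature; detection: fluorescence polarization of the labelled Tn7 tracer; repeats: one replicate per compound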
TDP2 absorb = blocks human TDP2 phosphodiesterase activity | recombinant TDP2, T5PNP hydrolysis, p-nitrophenol absorbance 415 nm | inhibition, % at 12.8 µM | actives 0.34% (n = 370,000) | O95551;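 active = inhibition above the mean of all tested compounds plus 3 SD, set per campaign, cut at about 25% in these data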;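 note: 0% = DMSO with enzyme and 100% = buffer with substrate but no TDP2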
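System – recombinant human TDP2 · Quantity – TDP2 enzyme at 120 nM final · Doses – single concentration, 12.8 µM nominal, with 1% DMSO · Incubation – 2 h at 37 °C · Measured by – epi absorbance of p-nitrophenol freed from T5PNP by hydrolysis · Read-out – % inhibition relative to enzyme-containing and enzyme-free wells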
DDE Tn6 FP inh = inhibitors of Tn6 peptide binding to human fibrin DD(E). actives 0.21% (n = 370,000). Fibrin DD(E) TRITC-Tn6 fluorescence polarization displacement. AID 720509. inhibition, % at 8.3 µM;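 active = inhibition above a per-campaign cutoff: mean of compounds within control limits plus 3 SD, cut at about 15% in these data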;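 note: 0% = median of all compound wells on the plate and 100% = blocking peptide control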
proKLK7 act = proKLK7 (human) activation, primary screen | P49862 | purified proKLK7, EDANS-DABCYL substrate fluorescence; 100% is mature enzyme control, 0% vehicle | activation, % at 7 µM | actives 0.9% (n = 370,000);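 active = activation above the mean of all tested compounds plus 3 SD, computed per campaign excluding outliers beyond control limits, cut at about 13% in these data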
Target sequence (P49862 whole entry, looked up): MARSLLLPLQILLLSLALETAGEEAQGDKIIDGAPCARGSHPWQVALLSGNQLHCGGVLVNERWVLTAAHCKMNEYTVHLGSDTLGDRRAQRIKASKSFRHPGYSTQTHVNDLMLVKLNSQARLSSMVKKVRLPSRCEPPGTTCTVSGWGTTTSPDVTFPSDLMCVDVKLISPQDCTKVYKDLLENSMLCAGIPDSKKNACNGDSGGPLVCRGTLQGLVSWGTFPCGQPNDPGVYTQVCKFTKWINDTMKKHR
PLC-gamma1 inh = PLC-gamma1 (human) inhibition, primary screen; P19174; purified PLC-gamma1, fluorogenic substrate, fluorescence; inhibition, % at 12.2 µM; actives 0.84% (n = 370,000); in the data active = inhibition above about 9.5%
ADAM10 inh = inhibitors of human ADAM10; O14672; recombinant ADAM10, EDANS/DABCYL FRET peptide cleavage, 3 h; inhibition, % at 7 µM; actives 0.62% (n = 370,000); AID 720582;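 active = inhibition above a per-campaign cutoff equal to the mean of compounds falling between control-based bounds plus 3 SD, cut at about 20% in these data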;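 note: 0% = DMSO wells while the 100% control is not disclosed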
ASAP1 GAP inh = blocks human ASAP1-stimulated Arf1 GTP hydrolysis | actives 0.19% (n = 360,000) | GDP FP detection | inhibition, % at 16.5 µM | AID 624377; in the data active = inhibition above about 25%;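 note: 0% = vehicle with enzyme and substrate and 100% = no enzyme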
* marks the source's active call; other numbers are inactive results; & = joins results of further samples; ! = repeats disagree.

Screening Cc1c(NC(=O)c2cccc(NC(=O)Cc3c(F)cccc3Cl)c2)c(=O)n(-c2ccccc2)n1C returned LEDGF integ inh -1, ARFGAP1 inh -19, ADAM17 inh -4, Tn7 DDE FP 8, TDP2 absorb -2, DDE Tn6 FP inh 1, proKLK7 act 0.4, PLC-gamma1 inh -2, ADAM10 inh -7 and ASAP1 GAP inh -3.
For Cc1ccccc1N(Cc1cc(=O)[nH]c2ccccc12)C(=O)CCl the results were LEDGF integ inh 2, ARFGAP1 inh 8, ADAM17 inh -6, Tn7 DDE FP 8, TDP2 absorb -10, DDE Tn6 FP inh 6, proKLK7 act -0.1, PLC-gamma1 inh 0, ADAM10 inh -2 and ASAP1 GAP inh -8.
`CC1CCCC(NC(=O)Cn2cc3c(n2)CCCCC3)C1C` (stereo not drawn) gave LEDGF integ inh 6, ARFGAP1 inh -1, ADAM17 inh 3, Tn7 DDE FP -2, TDP2 absorb 7, DDE Tn6 FP inh -3, proKLK7 act 0.5, PLC-gamma1 inh 2, ADAM10 inh -3 and ASAP1 GAP inh -12.
For O=C(NCc1ccccc1F)c1ccc2ccccc2n1 the results were LEDGF integ inh -3, ARFGAP1 inh 9, ADAM17 inh -1, Tn7 DDE FP 3, TDP2 absorb -5, DDE Tn6 FP inh 11, proKLK7 act -0.5, PLC-gamma1 inh -2, ADAM10 inh -3 and ASAP1 GAP inh -3.
For COc1ccc(OCC(=O)Nc2ccc(N3CCN(Cc4ccccc4F)CC3)cc2)cc1 the results were LEDGF integ inh 2, ARFGAP1 inh -1, ADAM17 inh 1, Tn7 DDE FP -2, TDP2 absorb 7, DDE Tn6 FP inh -2, proKLK7 act 0.6, PLC-gamma1 inh 4, ADAM10 inh -2 and ASAP1 GAP inh 14.
`CC(C)[C@H](NC(=O)[C@@H]1Cc2ccccc2CN1C(=O)OC(C)(C)C)C(=O)NCC1CCC(C(=O)O)CC1` (stereo partly drawn) gave LEDGF integ inh 1, ARFGAP1 inh -6, ADAM17 inh 0, Tn7 DDE FP -6, TDP2 absorb -5, DDE Tn6 FP inh -10, proKLK7 act 0.1, PLC-gamma1 inh 5, ADAM10 inh 9 and ASAP1 GAP inh -3.
For O=C(c1cc(COc2ccc(F)cc2F)on1)N1CCN(C2CCCC2)C(=O)C1 the results were LEDGF integ inh 4, ARFGAP1 inh 0, ADAM17 inh 0, Tn7 DDE FP -1, TDP2 absorb -9, DDE Tn6 FP inh -1, proKLK7 act 0.2, PLC-gamma1 inh 4, ADAM10 inh 0 and ASAP1 GAP inh 8.
`COc1ccc(C(CNC(=O)Cc2cccs2)N(C)C)cc1` (stereo not drawn) gave LEDGF integ inh -5, ARFGAP1 inh -3, ADAM17 inh -2, Tn7 DDE FP -6, TDP2 absorb 3, DDE Tn6 FP inh 7, proKLK7 act -0.5, PLC-gamma1 inh -3, ADAM10 inh -4 and ASAP1 GAP inh -8.
CC(C)n1ncc2c(C(=O)N3CCN(c4ccccc4)CC3)cc(-c3ccccc3)nc21 was read as LEDGF integ inh -8, ARFGAP1 inh -1, ADAM17 inh -6, Tn7 DDE FP 2, TDP2 absorb -9, DDE Tn6 FP inh 3, proKLK7 act -1.4, PLC-gamma1 inh -5, ADAM10 inh -25 and ASAP1 GAP inh -1.
`N#C/C(=C\c1cc([N+](=O)[O-])ccc1Cl)C(N)=O` gave LEDGF integ inh 1, ARFGAP1 inh -4, ADAM17 inh -9, Tn7 DDE FP -2, TDP2 absorb -9, DDE Tn6 FP inh 2, proKLK7 act 0.5, PLC-gamma1 inh -2, ADAM10 inh -7 and ASAP1 GAP inh 2.
Screening Nn1c(SCC(=O)NCCN2C(=O)CSC2=O)nnc1-c1ccc(OC(F)F)cc1 returned LEDGF integ inh 1, ARFGAP1 inh -1, ADAM17 inh -3, Tn7 DDE FP -1, TDP2 absorb 8, DDE Tn6 FP inh 3, proKLK7 act 0.1, PLC-gamma1 inh 0, ADAM10 inh -13 and ASAP1 GAP inh -12.
COc1ccc(CN2CCCN(S(=O)(=O)c3ccc(Br)cc3)CC2)cc1 was read as LEDGF integ inh -1, ARFGAP1 inh 6, ADAM17 inh 4, Tn7 DDE FP -6, TDP2 absorb 1, DDE Tn6 FP inh -2, proKLK7 act 0.2, PLC-gamma1 inh -2, ADAM10 inh -3 and ASAP1 GAP inh -8.
COc1ccc(CN2CCNC(=O)C2CC(=O)N(C)C2CCOCC2)cc1OC (stereo not drawn) was read as LEDGF integ inh -1, ARFGAP1 inh -4, ADAM17 inh -3, Tn7 DDE FP 5, TDP2 absorb 1, DDE Tn6 FP inh -5, proKLK7 act -0.2, PLC-gamma1 inh -7, ADAM10 inh -15 and ASAP1 GAP inh -1.
For CCOC(=O)CC(=O)Nc1nc2ccccc2s1 the results were LEDGF integ inh -1, ARFGAP1 inh 9, ADAM17 inh -1, Tn7 DDE FP -8, TDP2 absorb 5, DDE Tn6 FP inh -6, proKLK7 act 0.2, PLC-gamma1 inh -1, ADAM10 inh 9 and ASAP1 GAP inh -6.
Screening COc1ccc(N2CCN(CC(=O)c3ccc(Cl)cc3)CC2)cc1 returned LEDGF integ inh -2, ARFGAP1 inh -1, ADAM17 inh -4, Tn7 DDE FP 2, TDP2 absorb -1, DDE Tn6 FP inh -4, proKLK7 act -0.2, PLC-gamma1 inh -14, ADAM10 inh 0 and ASAP1 GAP inh 1.
For S=C(Nc1ccc(Cl)c(Cl)c1)NC1CCN(Cc2ccccc2)CC1 the results were LEDGF integ inh -1, ARFGAP1 inh 19, ADAM17 inh 4, Tn7 DDE FP 4, TDP2 absorb -14, DDE Tn6 FP inh 3, proKLK7 act 0.4, PLC-gamma1 inh 2, ADAM10 inh 20* and ASAP1 GAP inh -5.
CCCCOc1ccc(OC(=O)c2cccnc2)cc1 was read as LEDGF integ inh -1, ARFGAP1 inh 6, ADAM17 inh -4, Tn7 DDE FP 0, TDP2 absorb 0, DDE Tn6 FP inh 7, proKLK7 act -0.4, PLC-gamma1 inh 3, ADAM10 inh 1 and ASAP1 GAP inh -7.
For O=C(Nc1cccc(O)c1)c1ccc2c(c1)C(=O)N(Cc1ccco1)C2=O the results were LEDGF integ inh 1, ARFGAP1 inh 8, ADAM17 inh -1, Tn7 DDE FP -8, TDP2 absorb 21, DDE Tn6 FP inh 4, proKLK7 act 0.1, PLC-gamma1 inh -2, ADAM10 inh 7 and ASAP1 GAP inh 8.
`COc1cc2c(cc1OC)C(COc1ccc([N+](=O)[O-])cc1)NCC2` (stereo not drawn) gave LEDGF integ inh 2, ARFGAP1 inh 6, ADAM17 inh -44, Tn7 DDE FP -6, TDP2 absorb -20, DDE Tn6 FP inh 2, proKLK7 act 14*, PLC-gamma1 inh -116, ADAM10 inh -172 and ASAP1 GAP inh 2.
For Cc1ccc(-n2c(O)c(C=NCc3ccccn3)c3ccccc3c2=O)cc1 the results were LEDGF integ inh -9, ARFGAP1 inh 5, ADAM17 inh -32, Tn7 DDE FP -5, TDP2 absorb -13, DDE Tn6 FP inh -10, proKLK7 act 3.6, PLC-gamma1 inh -59, ADAM10 inh -97 and ASAP1 GAP inh 8.
Screening COc1cc(C(=O)Nc2cc3c(cc2N2CCCCC2)n(C)c(=O)n3C)cc(OC)c1OC returned LEDGF integ inh 1, ARFGAP1 inh -5, ADAM17 inh -6, Tn7 DDE FP -1, TDP2 absorb 7, DDE Tn6 FP inh 3, proKLK7 act 0.4, PLC-gamma1 inh -27, ADAM10 inh -17 and ASAP1 GAP inh 5.
For CC(C)Cc1nnc(NC(=O)CCC(=O)NC2CCCCC2)s1 the results were LEDGF integ inh -2, ARFGAP1 inh 10, ADAM17 inh 1, Tn7 DDE FP 6, TDP2 absorb -4, DDE Tn6 FP inh -4, proKLK7 act 0.7, PLC-gamma1 inh 2, ADAM10 inh -4 and ASAP1 GAP inh -12.
For COCC(C)n1c(-c2ccc3c(c2)NC(=O)CO3)csc1=Nc1ccc(OC(F)F)cc1 (stereo not drawn) the results were LEDGF integ inh 0&0, ARFGAP1 inh 5&2, ADAM17 inh 0&8, Tn7 DDE FP 5&8, TDP2 absorb 2&-28, DDE Tn6 FP inh 4&2, proKLK7 act 0.1&-0.4, PLC-gamma1 inh 12*!, ADAM10 inh 1&11 and ASAP1 GAP inh -10&-2.
Screening Cc1cc(-c2ccccc2)nc(Oc2ccc(C(C)(C)C)cc2)c1S(C)(=O)=O returned LEDGF integ inh 4, ARFGAP1 inh -12, ADAM17 inh 2, Tn7 DDE FP 4, TDP2 absorb -12, DDE Tn6 FP inh 4, proKLK7 act -1.7, PLC-gamma1 inh 6, ADAM10 inh 3 and ASAP1 GAP inh 6.
`CC(=O)Nc1ccc(C(=O)Nc2nc(-c3ccccn3)cs2)cc1` gave LEDGF integ inh 0, ARFGAP1 inh 7, ADAM17 inh -2, Tn7 DDE FP -8, TDP2 absorb 2, DDE Tn6 FP inh -11, proKLK7 act -0.4, PLC-gamma1 inh -16, ADAM10 inh -11 and ASAP1 GAP inh -1.
`CSc1ncccc1C(=O)OCc1ccc([N+](=O)[O-])cc1` gave LEDGF integ inh 1, ARFGAP1 inh 3, ADAM17 inh 0, Tn7 DDE FP -6, TDP2 absorb -4, DDE Tn6 FP inh 8, proKLK7 act -0.8, PLC-gamma1 inh 1, ADAM10 inh 12 and ASAP1 GAP inh -6.
Screening CCC(=O)Nc1nc(=S)ss1 returned LEDGF integ inh 0, ARFGAP1 inh 1, ADAM17 inh -3, Tn7 DDE FP 6, TDP2 absorb 11, DDE Tn6 FP inh -8, proKLK7 act 0.3, PLC-gamma1 inh 6, ADAM10 inh 0 and ASAP1 GAP inh -1.
CN(C)c1nc(SCCOC(=O)Nc2ccccc2)nc(N(C)C)n1 was read as LEDGF integ inh -5, ARFGAP1 inh 8, ADAM17 inh 1, Tn7 DDE FP 7, TDP2 absorb 0, DDE Tn6 FP inh 0, proKLK7 act 0.5, PLC-gamma1 inh -3, ADAM10 inh 11 and ASAP1 GAP inh -12.
Screening CCCNC(=O)c1cc(-c2ccccc2)c(N2CCCCC2)s1 returned LEDGF integ inh 2, ARFGAP1 inh 2, ADAM17 inh 5, Tn7 DDE FP -7, TDP2 absorb 1, DDE Tn6 FP inh 8, proKLK7 act 0.6, PLC-gamma1 inh 4, ADAM10 inh 3 and ASAP1 GAP inh 9.

High-throughput results as filed in PubChem BioAssay.
